Autophagy HCS: alters autophagy in cells | 0.98% of 190,000 active | calls only at 10 µM (by protocol) | MEF GFP-LC3 puncta imaging; test concentration mostly 10 µM | AID 463193;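 active = percentage of spot-positive cells more than 3 SD above its plate mean, without a fluorescence outlier flag or 80% toxicity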;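 also: spot-positive cell cutoff set from DMSO-treated cells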
CSM14.1 death rescue: protection against thapsigargin-triggered cell killing – 384-well, CSM14.1, ATP luminescence, primary screen (AID 1222); CSM14.1 thapsigargin-induced death rescue, ATP luminescence; higher % means a stronger effect; 190,000 tested, under 10 active; cellular ATP content (survival), % at 20 µM, or EC50 in µM where a hit was titrated;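 active = EC50 below 50 µM in the dose-response confirmation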;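 also: death triggered by thapsigargin at about 15 µM added after 2 h compound pretreatment; cell ATP read after overnight thapsigargin exposure of roughly 18 to 22 hours; normalized against plate controls of thapsigargin alone and 5% DMSO vehicle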
T cell modulator: T cell immune modulators affecting CD8 T cell-vesicle binding. calls only at 7 µM. 2C CD8+ T cell-vesicle binding, flow cytometry; stronger effect = lower value. AID 2052. 0.068% of 330,000 active;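 active = response, share of CD8 T cells binding vesicles, and their 90th percentile fluorescence all below set limits, cut at about 80% in these data, passing the limit was not always enough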
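Material: 2C TCR transgenic mouse naive CD8+ T cells, MACS-purified. Also added: QL9-charged Drosophila Ld/ICAM-1/B7-1 vesicles. Timing: binding 1.5 h at 37 °C. Measured by: high-throughput flow cytometry with anti-B7-1 and anti-CD8 staining. Read-out: percent CD8+ FL2 mean versus row control. Controls: Unloaded micro-vesicles (low), QL9 vesicles with 0.7% DMSO (high).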
Salmonella PhoP GFP: PhoP-dependent GFP reporter repression – Salmonella Typhimurium, primary screen (AID 1863); 0.16% of 300,000 active; inhibition, % at 50 µM; hits with a dose series show IC50 in µM; S. Typhimurium PhoP-regulated promoter GFP reporter, 4 h; higher % means a stronger effect;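 active = inhibition over 29.93%, a cutoff 3 SD above the screen mean, later confirmed by dose response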;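 also: 0% = low Mg2+ inducing control and 100% = high Mg2+ repressing control; strong numbers were not always called active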
Dynein cargo inh: blocks dynein driven cargo transport along microtubules; AID 1381; z-score, hits read low; 3617.4 mouse cells, GR-EGFP nuclear translocation imaging; test concentration mostly 20 µM; stimulated with dexamethasone, 1 µM; stronger effect = lower value; 0.47% of 220,000 active;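 active = plate z-score of nuclear minus cytoplasmic receptor signal below a set negative limit, without overly bright fluorescence or cell loss, cut at about -3.5 in these data, passing the limit was not always enough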;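 also: z-score of nuclear minus cytoplasmic ring GR-EGFP intensity difference per well; some compounds called inactive have numbers as strong as hits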
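Also added: dexamethasone, 1.0 µM final. Medium: tet-free, stripped-serum medium. Detection: fixed, Hoechst-stained cells imaged at 10x for EGFP. Read-out: nuclear-to-cytoplasmic GR-EGFP distribution per well. Times: induction 48 h, compound 1 h, agonist 30 min.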
b-catenin transl: alters nuclear translocation of beta-catenin in HeLa cells. 0.3% of 190,000 active. nuclear translocation activity, % at 5 µM. immunofluorescence imaging;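 active = nuclear translocation activity above 50% at 5 µM, with a well cell count of 50 or more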;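 also: per-cell ratio of nuclear to cytoplasmic median beta-catenin stain intensity; plate controls were DMSO negative control for no effect and GSK-3 inhibitor IX positive control for full effect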
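Read-out: Nuclear/cytoplasmic beta-catenin signal ratio, % activation | Assay system: Human HeLa cell line | Times: 24 h compound exposure at 37°C, 5% CO2 | Signal: Fluorescence imaging of beta-catenin antibody stain plus DAPI | Dosing: 5 µM primary, 0.02–20 µM confirmation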
MT stabilizer: microtubule stabilization, imaging screen; HeLa tubulin immunostaining HCS, 24 h; share of cells brighter than vehicle mean+2SD; 0.83% of 200,000 active; % tubulin-high responders, % at 10 µM;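 active = plate Z-score above 3 for both tubulin-high and condensed-nucleus cell shares, with cell loss under 80%, at 10 µM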;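 also: anti alpha tubulin signal scored within the nucleus-defined area of each cell; some results filed as inactive read as strong as hits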
Lipid droplet: hepatic lipid droplet formation modulation; inhibition, % at 6.5 µM; AML12 mouse hepatocytes, oleate lipid droplets, BODIPY imaging; AID 1656; 0.4% of 240,000 active;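 active = lipid droplet intensity inhibited by at least 50%, with more than 500 cells counted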
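material = mouse AML12 hepatocyte cell line, fixed after treatment | also added = 100 µM oleic acid challenge | doses = compound at 6.5 µM only | schedule = overnight exposure | technique = Image-based BODIPY and DAPI two-channel analysis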
Ins promoter up: MIN6 insulin promoter up-regulation; MIN6 insulin promoter-GFP reporter, high-content imaging; stronger effect = higher value; z-score at 5 µM; 0.3% of 190,000 active;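 active = z-score above 3 at 5 µM with at least 500 cells counted in the well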
Dynein cargo inh cytoplasmic EGFP: further read-out of Dynein cargo inh, marked with its call; z-score; measured here: cytoplasmic GR-EGFP intensity; stronger effect = higher value
Dynein cargo inh nuclear GR-EGFP: further read-out of Dynein cargo inh, marked with its call; z-score; measured here: nuclear GR-EGFP intensity;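 lower value marks the stronger effect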
Dynein cargo inh cell count: further read-out of Dynein cargo inh, marked with its call; z-score; measured here: cell count per field
Ins promoter up cell count: also measured in Ins promoter up; calls as there; cell count; measured here: cytotoxicity, nuclei count;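 total cells summed across four imaged fields per well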
Lipid droplet cells 6.5 µM: second read-out of Lipid droplet, no call of its own (marks repeat the call); cell count; measured here: cell count, cytotoxicity flag;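 cells counted across two imaged fields per well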
b-catenin transl cell count 5 µM: recorded beside b-catenin transl, whose call it bears; cell count; measured here: cell count, cytotoxicity flag
T cell modulator vesicle-bound %: also measured in T cell modulator; calls as there; double positive events, %; measured here: CD8+ vesicle-bound cell fraction;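 binding gate set so that unloaded-vesicle control wells show 10% double positive cells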
MT stabilizer Hoechst-high %: recorded beside MT stabilizer, whose call it bears; % Hoechst-high responders; measured here: nuclear condensation Hoechst responders;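 share of cells brighter than vehicle mean plus two SD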
MT stabilizer cytotoxicity %: recorded beside MT stabilizer, whose call it bears; toxicity, %; measured here: cytotoxicity by cell density;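 0% = mean cell density of plate MIN control wells and 100% = no cells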
Autophagy HCS cell loss 18 h: second read-out of Autophagy HCS, no call of its own (marks repeat the call); toxicity, %; measured here: cell loss, nuclei count;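 cell loss after 18 h compound exposure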
* hit, by the source's call; i = inactive; . = no result given.

SMILES	Autophagy HCS	Autophagy HCS cell loss 18 h	CSM14.1 death rescue	T cell modulator	T cell modulator vesicle-bound %	Salmonella PhoP GFP	Dynein cargo inh	Dynein cargo inh cytoplasmic EGFP	Dynein cargo inh nuclear GR-EGFP	Dynein cargo inh cell count	b-catenin transl	b-catenin transl cell count 5 µM	MT stabilizer	MT stabilizer Hoechst-high %	MT stabilizer cytotoxicity %	Lipid droplet	Lipid droplet cells 6.5 µM	Ins promoter up	Ins promoter up cell count
CC(C)NS(=O)(=O)c1ccc(CCC(=O)N2CCc3ccccc3C2)cc1	i	4	-0.1%	i	43	-13%	-1	-0.28	-0.68	0.88	.	.	2.1	3.1	8.9	3	757	.	.
CC(=O)NC1(c2ccc(F)cc2)CCN(C(=O)Nc2ccc(F)cc2F)CC1	i	-4	2.8%	i	39	2%	0.57	-0.19	0.019	0.35	1.1	1386	3.7	2.4	0.5	.	.	-0.55	1584
CCCNc1nc2c(c(=O)n(C)c(=O)n2C)n1CCc1ccccc1	i	-7	-0.7%	i	50	11%	0.33	-0.064	0.76	-1.7	0.8	1111	5.4	2.8	7.3	.	.	-5.6	588
CCOc1ccc(S(=O)(=O)Nc2ccncc2)c(C)c1C	i	-10	-0.5%	i	50	7%	-0.39	-0.24	-0.19	0.98	-0.5	1018	4.0	1.8	4.1	0	690	-1.2	1189
O=S(=O)(NCC(Nc1ccccc1)c1ccccc1)c1ccc(Cl)cc1 (stereo unspecified)	i	-6	-3.9%	i	45	-2%	0.19	-0.18	0.046	-0.49	0.5	991	1.1	2.5	1.3	-24	608	.	.
O=C(c1cc2nc(C3CC3)cc(C(F)F)n2n1)N1CCOCC1	i	-7	-1.9%	i	22	-2%	0.61	-0.25	0.21	1.2	.	.	2.0	1.4	8.2	1	695	1.7	1250
CCNc1sc(C(=O)OCC)c(N)c1C#N	i	-16	-1.6%	i	36	2%	0.093	-0.21	0.1	-0.001	-1.2	1073	1.4	1.7	2.9	31	741	-0.73	1115
COc1ccc(C(C)(C)C)cc1NC(=O)c1c(C)noc1C	i	31	-2.1%	i	44	-6%	0.51	-0.21	0.15	0.23	0.9	998	2.6	2.0	2.2	9	781	1.1	1289
Cn1c(=O)c(NC(=O)c2ccccc2)c2n(c1=S)CCCCC2	i	2	-3.2%	i	49	6%	2.1	-0.18	1.9	-2.2	0.2	1036	3.3	2.3	15	-7	730	0.08	1810
O=c1c(-n2cncn2)c[nH]n1-c1cccc(Cl)n1	i	-1	1.1%	i	44	2%	2.2	-0.13	1.4	-0.96	0.2	1008	1.9	1.8	2.3	-2	704	0.08	1168
CC(C)Cc1nc2sc3c(NCc4ccco4)ncnc3c2c2c1COC(C)(C)C2	i	43	-1.2%	i	38	-2%	0.4	0.058	0.12	-0.42	-0.4	1027	4.5	2.0	4.7	19	686	-2.1	1693
CCC1=[N+](C)c2cccc3cccc(c23)N1C	i	7	-0.3%	i	40	1%	0.09	-0.23	0.14	-0.2	-1.1	1074	4.2	2.4	3.0	18	777	-0.44	1257
O=C(NC1CCCCC1)C(c1ccc(F)cc1)N(Cc1ccc2c(c1)OCO2)C(=O)c1cnsn1 (stereo unspecified)	i	-6	-1.4%	i	47	6%	1.5	0.0018	0.8	0.47	1.0	477	1.6	1.6	3.4	16	787	.	.
Cc1cc(CN2CCOCC2)c(O)c(C2(C)CCCCC2)c1	i	27	-3.5%	i	42	12%	0.82	-0.18	0.36	0.45	-1.4	1207	3.7	2.4	6.7	8	728	-0.22	1303
Cc1ccc(NC(=O)CSc2nnc(-c3cccs3)o2)cc1S(=O)(=O)N1CCCCC1	i	0	0.3%	i	45	-11%	-0.091	-0.1	0.11	0.93	-0.8	933	2.3	2.2	11	0	619	-0.06	1206
Cc1cc(C)nc(NS(=O)(=O)c2ccc(NC(=O)C3(c4ccc([N+](=O)[O-])cc4)CCCC3)cc2)n1	i	14	-1.4%	i	36	-10%	-0.2	-0.25	-0.095	0.29	0.4	1055	2.7	2.8	8.0	-7	618	0.6	1569
COc1cccc(CNC2CCCC2)c1	i	9	0.8%	i	52	-14%	-0.95	-0.2	-0.4	0.6	3.2	1120	3.8	2.1	3.6	.	.	-0.55	1016
CCc1cccc(NC(=O)CN(C)S(=O)(=O)c2cccc3nsnc23)c1	i	-1	-1.3%	i	58	-5%	-0.047	-0.22	-0.29	0.38	-2.3	1174	1.8	1.7	5.9	-8	671	.	.
COCCNC(=S)Nc1ccc(Cl)c(Cl)c1	i	12	-0.8%	i	31	-2%	-0.43	-0.32	-0.14	0.33	-4.6	1155	2.6	1.7	7.7	-4	591	-0.33	1519
COc1ccc(NC(=O)/C=C/C(=O)O)c([N+](=O)[O-])c1	.	.	.	i	15	-15%	-0.29	-0.14	-0.21	0.51	-1.8	1198	.	.	.	17	683	0.14	1393
COc1ccc2c(c1)C(NC(=O)C(F)(F)F)CC2=O (stereo unspecified)	i	21	-0.3%	i	27	-1%	1.3	-0.22	0.88	0.089	-0.9	1056	1.9	0.8	6.5	12	719	-0.01	1858
Cc1ccc2nc(NC(=O)COC(=O)c3ccccn3)sc2c1	i	5	-2.5%	i	37	3%	0.13	-0.17	0.13	-0.048	-1.3	1133	2.1	2.3	1.6	-28	668	-0.28	1237
CNC(=S)NNC(=O)Cc1ccccc1	i	23	-3.3%	i	29	1%	-0.47	-0.21	-0.38	0.052	-3.2	1106	1.5	1.3	5.1	4	690	0.29	2007
COc1ccc(O)c(CNn2c(-c3ccc(Br)cc3)nc3ccccc3c2=O)c1	i	1	0.2%	i	60	5%	0.46	-0.43	0.45	1.2	-1.5	1073	3.0	1.2	0.7	1	700	1.6	1076
Cc1cc(/C=C(\C#N)C(=O)NCc2ccco2)c(C)n1-c1cccnc1	.	.	.	i	42	-6%	0.069	-0.23	0.16	-0.27	0.2	1314	.	.	.	-2	782	-0.34	1094

A few values from above:
Value of `COc1cccc(CNC2CCCC2)c1` under T cell modulator vesicle-bound %: 52
Value of `CCC1=[N+](C)c2cccc3cccc(c23)N1C` under MT stabilizer cytotoxicity %: 3.0
Value of `CCNc1sc(C(=O)OCC)c(N)c1C#N` under MT stabilizer Hoechst-high %: 1.7

(further entries)
SMILES	Autophagy HCS	Autophagy HCS cell loss 18 h	CSM14.1 death rescue	T cell modulator	T cell modulator vesicle-bound %	Salmonella PhoP GFP	Dynein cargo inh	Dynein cargo inh cytoplasmic EGFP	Dynein cargo inh nuclear GR-EGFP	Dynein cargo inh cell count	b-catenin transl	b-catenin transl cell count 5 µM	MT stabilizer	MT stabilizer Hoechst-high %	MT stabilizer cytotoxicity %	Lipid droplet	Lipid droplet cells 6.5 µM	Ins promoter up	Ins promoter up cell count
CC(/C=N/NC(=O)CN1CCN(Cc2ccc(Cl)cc2)CC1)=C\c1ccco1	i	-10	-1.2%	i	15	8%	0.27	-0.23	-0.19	-1.1	-2.1	574	3.3	2.1	6.3	-10	665	-0.75	1372
N#Cc1cc2c([nH]c1=O)CCCC2	.	.	.	i	44	-5%	-0.21	-0.23	0.52	-0.41	2.4	1105	.	.	.	0	686	0.09	954
Cc1cc(C(C)(C)C)cc(C)c1COC(=O)C1CCC(=O)N1 (stereo unspecified)	i	6	1.4%	i	22	-3%	-0.84	-0.19	-0.41	0.73	-2.0	1053	1.3	1.7	11	.	.	0.52	1320
CC(=O)c1ccc(NCC(=O)N2CCN(c3ccccc3)CC2)cc1	i	-1	-0.9%	i	56	19%	0.5	0.17	0.33	0.15	.	.	1.5	1.7	5.9	5	794	-0.78	805
Cc1cccc(NC(=O)c2ccco2)c1C(=O)O	.	.	.	i	33	-6%	-0.31	-0.29	-0.39	0.87	-1.0	1180	.	.	.	-4	726	0.19	1440
Cc1cccc(N2CCN(S(=O)(=O)c3cccc4nonc34)CC2)c1C	i	6	1.9%	i	47	-12%	-0.69	-0.23	-0.48	0.52	-0.5	1049	3.9	2.9	2.0	2	619	-0.6	1475
Cc1ccc(C)c(OCC(=O)N2CCOCC2)c1	i	-1	-1.0%	i	38	6%	-0.52	-0.25	-0.93	1.2	-1.3	1405	2.7	2.0	9.4	.	.	0.47	1573

Sorted by the number under Salmonella PhoP GFP (largest number first): three from the list above
compound,Salmonella PhoP GFP
COc1ccc(O)c(CNn2c(-c3ccc(Br)cc3)nc3ccccc3c2=O)c1,5%
CCC1=[N+](C)c2cccc3cccc(c23)N1C,1%
CC(C)NS(=O)(=O)c1ccc(CCC(=O)N2CCc3ccccc3C2)cc1,-13%
